Assay outcomes from PubChem.
Growth percent in the NCI-60 one-dose screen (48 h, 10 µM unless noted): 100 = growth as untreated, 0 = no growth, -100 = all killed.
MDA-MB-435 = MDA-MB-435 melanoma. 82,000 tested, 7.8% active
HOP-92 = HOP-92 NSCLC cells; 71,000 tested, 6.3% active
HOP-62 = HOP-62 NSCLC; 80,000 tested, 3.9% active
CCRF-CEM = CCRF-CEM leukemia. AID 1794778. 77,000 tested, 7% active
K-562 = K-562 leukemia; 78,000 tested, 7.4% active; AID 1794777
SR = SR leukemia cells | 73,000 tested, 8.7% active
RPMI-8226 = RPMI-8226 leukemia cells. 77,000 tested, 7.5% active
MOLT-4 = MOLT-4 leukemia cells | 80,000 tested, 6.9% active
Active calls of the source: *; & = joins results of further samples. The calls were made as follows: active = growth percent below 10; inactive = the rest. Compounds as they come; 14% or so of the library scored in one or more.

CSc1nc2ccccc2c(=O)n1CCc1ccc(S(N)(=O)=O)cc1 was read as MDA-MB-435 111, HOP-92 92, HOP-62 106, CCRF-CEM 104, SR 94, RPMI-8226 93 and MOLT-4 95.
`O=C(Cn1cc(CN2C(=O)c3ccccc3S2(=O)=O)nn1)Nc1ccc(Br)cn1` gave MDA-MB-435 104, HOP-92 101, HOP-62 92, CCRF-CEM 121, K-562 90, SR 111, RPMI-8226 113 and MOLT-4 112.
S=c1nc(-c2ccccc2)oc(=NC2CCCCC2)n1C1CCCCC1 was read as MDA-MB-435 68, HOP-92 -25*, HOP-62 63, CCRF-CEM -6.7*, K-562 -43*, RPMI-8226 -8.2* and MOLT-4 0.4*.
For CCCCCCOc1ccc(N=[N+]([O-])c2ccc(OCCCCCC)cc2)cc1 the results were MDA-MB-435 103, HOP-62 100, CCRF-CEM 86, K-562 97, SR 87, RPMI-8226 99 and MOLT-4 93.
Screening O=C(/C(=N/Nc1ccccc1)C(=S)Nc1ccccc1)c1ccccc1 returned MDA-MB-435 96, HOP-62 94, K-562 101, SR 108, RPMI-8226 97 and MOLT-4 91.
`COc1ccc(C2=NN(C=O)C(c3cn(Cc4ccc(Cl)cc4)c4ccccc34)C2)cc1` (stereo not given) gave MDA-MB-435 88, HOP-92 67, HOP-62 75, CCRF-CEM 65, K-562 42, SR 49, RPMI-8226 55 and MOLT-4 65.
For COc1ccc(Cl)cc1NC(=O)c1cc2c(n1C)-c1nc(N)sc1CC2 the results were MDA-MB-435 99, HOP-92 132, HOP-62 80, CCRF-CEM 65, K-562 87, SR 79, RPMI-8226 86 and MOLT-4 66.
For O=C1C2C3C=CC(O3)C2C(=O)N1/N=C/c1ccc2c(c1)OCO2 (stereo not given) the results were MDA-MB-435 105, HOP-92 107, HOP-62 105, CCRF-CEM 107, K-562 100, SR 124, RPMI-8226 109 and MOLT-4 109.
For COc1ccc2c(c1)CC/C(=C\c1cncc(Br)c1)C2=O the results were MDA-MB-435 83, HOP-92 84, HOP-62 90, CCRF-CEM 13, SR 33, RPMI-8226 8.1* and MOLT-4 84.
For O=C(NNCCO)c1ccncc1 the results were MDA-MB-435 110, HOP-92 94, HOP-62 103, CCRF-CEM 105, K-562 98, SR 100, RPMI-8226 101 and MOLT-4 103.
COc1ccc(Cl)cc1Nc1nc(C(F)(F)F)ccc1C(=O)N/N=C/c1ccc([N+](=O)[O-])cc1 was read as MDA-MB-435 16, HOP-92 -48*, HOP-62 11, CCRF-CEM 9.2*, K-562 2.1*, SR 0.7*, RPMI-8226 -50* and MOLT-4 2.9*.
Clc1ccc(-c2nc3ccccc3s2)cc1Cl was read as MDA-MB-435 121, HOP-92 84, HOP-62 104 and RPMI-8226 104.
`N/C(=N\C(N)=N\c1nc2ccccc2s1)c1ccnc(Br)c1` gave MDA-MB-435 -25*, HOP-92 47, HOP-62 30, CCRF-CEM 21, K-562 14, SR 25, RPMI-8226 24 and MOLT-4 34.
COc1cc(/C=C/C(=O)c2ccc(Cl)cc2)cc(CN2CCCCC2)c1O was read as MDA-MB-435 74, HOP-92 76, HOP-62 95, CCRF-CEM 59, K-562 70, SR 34, RPMI-8226 51 and MOLT-4 64.
`Cc1cccc([N+](=O)[O-])c1Cl` gave MDA-MB-435 91, HOP-62 103, CCRF-CEM 99, K-562 119, SR 117, RPMI-8226 103 and MOLT-4 122.
For FC(F)(F)c1cccc(-c2cn3ccnc3c(-c3ccc4ncn(C5CCCCC5)c4c3)n2)c1 the results were MDA-MB-435 106, HOP-92 92, CCRF-CEM 73, K-562 78, SR 84, RPMI-8226 68 and MOLT-4 67.
For CC(=O)Nc1cc(C(C)=O)n(CCc2c[nH]c3ccc(O)cc23)c1 the results were MDA-MB-435 101, HOP-92 110, HOP-62 90, CCRF-CEM 93, K-562 93, SR 80, RPMI-8226 86 and MOLT-4 103.
`CCOC(=O)Cc1nc(N)n(C(=S)NC)n1` gave MDA-MB-435 99, HOP-92 104, HOP-62 98, CCRF-CEM 118, K-562 106, SR 123, RPMI-8226 129 and MOLT-4 118.
`COc1ccc2c(C3(c4c[nH]c5cc(OC)ccc45)C(=O)Nc4ccccc43)c[nH]c2c1` gave MDA-MB-435 95, HOP-62 93, CCRF-CEM 71, K-562 72, SR 85, RPMI-8226 73 and MOLT-4 49.
For CN(C)Cc1ncccc1O the results were MDA-MB-435 104, HOP-92 89, HOP-62 88, CCRF-CEM 113, K-562 111, SR 118, RPMI-8226 120 and MOLT-4 174.
COc1ccccc1NCS(=O)(=O)O was read as MDA-MB-435 107, HOP-92 103, HOP-62 92, K-562 103, SR 80, RPMI-8226 93 and MOLT-4 86.
`COc1cccc(C=O)c1OS(=O)(=O)c1ccccc1` gave MDA-MB-435 105, HOP-92 86, HOP-62 97, CCRF-CEM 102, K-562 94, SR 106, RPMI-8226 96 and MOLT-4 93.
For Cc1ccc(S(=O)(=O)Cl)c(Cl)c1 the results were MDA-MB-435 96, HOP-62 104, CCRF-CEM 96, K-562 100, SR 99, RPMI-8226 95 and MOLT-4 100.
CC1COc2c(N3CCN(C)CC3)c(F)cc3c(=O)c(C(=O)N/N=C/c4ccoc4)cn1c23 (stereo not given) was read as MDA-MB-435 101, HOP-92 86, HOP-62 95, CCRF-CEM 96, K-562 92, SR 100, RPMI-8226 105 and MOLT-4 94.
`COc1cccc(Cn2cc(C(=O)Nc3cccnc3Nc3ccccc3)nn2)c1` gave MDA-MB-435 107, HOP-92 102, HOP-62 108, CCRF-CEM 102, K-562 96, SR 102, RPMI-8226 101 and MOLT-4 96.
`NC(=S)N/N=C/CCC/C=N/NC(N)=S` gave MDA-MB-435 98, HOP-92 78, HOP-62 111, CCRF-CEM 94, K-562 113, SR 108, RPMI-8226 100 and MOLT-4 119.
`CC(=O)C1C(=O)C=C(C)OC1=O` (stereo not given) gave MDA-MB-435 107&98, HOP-92 67&84, HOP-62 104&96, CCRF-CEM 100&94, K-562 113&94, SR 100&86, RPMI-8226 106&91 and MOLT-4 98&98.
`C[C@@H]1C[C@H]2C(=O)O[C@@H](C)C(NC(=O)[C@H](Cc3cc(F)cc(F)c3)NC(=O)Nc3ccc(Cl)cc3F)C(=O)N3CCC[C@H]3C(=O)N3CCCC[C@H]3C(=O)N[C@@H](CO)C(=O)N2C1` (stereo not given in full) gave MDA-MB-435 20, HOP-62 33, CCRF-CEM 33, K-562 24, SR 31, RPMI-8226 15 and MOLT-4 37.
Screening Cc1cc(C)c(S(=O)O)c(C)c1 returned MDA-MB-435 103, HOP-92 93, CCRF-CEM 94, SR 102, RPMI-8226 102 and MOLT-4 109.
CC(=O)Nc1ccc(Cl)cc1-c1ccccc1 was read as MDA-MB-435 78, HOP-92 98, HOP-62 107, CCRF-CEM 69, K-562 95, SR 54, RPMI-8226 56 and MOLT-4 70.

Arranged by heavy-atom count (descending): part of the list above
For CC(=O)Nc1cc(C(C)=O)n(CCc2c[nH]c3ccc(O)cc23)c1 the results were MDA-MB-435 101, HOP-92 110, HOP-62 90, CCRF-CEM 93, K-562 93, SR 80, RPMI-8226 86 and MOLT-4 103.
`COc1cccc(C=O)c1OS(=O)(=O)c1ccccc1` gave MDA-MB-435 105, HOP-92 86, HOP-62 97, CCRF-CEM 102, K-562 94, SR 106, RPMI-8226 96 and MOLT-4 93.
`CCOC(=O)Cc1nc(N)n(C(=S)NC)n1` gave MDA-MB-435 99, HOP-92 104, HOP-62 98, CCRF-CEM 118, K-562 106, SR 123, RPMI-8226 129 and MOLT-4 118.

(listing goes on)
`COc1ccc(C(=O)NN2CC(C)OC(C)C2)cc1OC1CCCC1` (stereo not given) gave MDA-MB-435 101, HOP-92 112, HOP-62 98, CCRF-CEM 111, K-562 96, SR 101, RPMI-8226 111 and MOLT-4 114.
O=C1NC(=NCCCO)S/C1=C\c1cccs1 was read as MDA-MB-435 108, HOP-92 85, HOP-62 109, CCRF-CEM 104, K-562 103, SR 99, RPMI-8226 107 and MOLT-4 104.
Screening Cc1ccc2c(c1)Nc1ccc(C)cc1C2(C)C returned MDA-MB-435 98, HOP-92 81, HOP-62 79, CCRF-CEM 93, K-562 97, SR 88, RPMI-8226 85 and MOLT-4 73.
CC(=O)C1C(=O)C(=O)N(c2cccc(C)c2C)C1=O (stereo not given) was read as MDA-MB-435 103, HOP-92 102, HOP-62 93, CCRF-CEM 112, K-562 105, SR 89, RPMI-8226 112 and MOLT-4 99.
`O=C(C1=C(O)C(=O)N(c2nncs2)C1c1cccc(Br)c1)c1cccs1` (stereo not given) gave MDA-MB-435 106, HOP-92 88, HOP-62 97, SR 97 and MOLT-4 100.
Screening CC(=O)O[C@H]1CO[C@@H]2C(Oc3ccnc(NC4CCN(S(=O)(=O)c5ccc(C)cc5)CC4)n3)CO[C@H]12 (stereo not given in full) returned MDA-MB-435 107, HOP-92 102, HOP-62 115, CCRF-CEM 98, K-562 89, SR 112 and MOLT-4 92.
For O=C(Nc1ccc(N=Nc2ccc(S(=O)(=O)O)cc2)cc1)c1ccc(N=Nc2cc(S(=O)(=O)O)c3ccccc3c2O)cc1 the results were MDA-MB-435 102, HOP-92 100, HOP-62 93, CCRF-CEM 88, K-562 96 and MOLT-4 101.
Screening COc1ccc2occ(C3=C(c4c[nH]c5ccccc45)C(=O)N(O)C3=O)c2c1 returned MDA-MB-435 96, HOP-92 88, HOP-62 86, K-562 87, SR 57, RPMI-8226 67 and MOLT-4 102.
`CC(C)(C)CC(C)(C)NCc1ccccc1` gave MDA-MB-435 108, HOP-62 109, CCRF-CEM 118, K-562 97, SR 95 and MOLT-4 100.
Screening COc1ccc(NC(=O)Nc2nc(N)n(-c3ccc(S(N)(=O)=O)cc3)n2)cc1 returned MDA-MB-435 107, HOP-92 86, HOP-62 94, CCRF-CEM 110, K-562 104, SR 89, RPMI-8226 105 and MOLT-4 101.
For S=c1sc2ccccc2n1CN1CCCCC1 the results were MDA-MB-435 104, HOP-62 90, CCRF-CEM 102, K-562 124 and MOLT-4 112.
O=C1NC(=NC23CC4CC(CC(C4)C2)C3)N/C1=C\c1ccc2ncoc2c1 was read as MDA-MB-435 17, HOP-92 15, HOP-62 13, CCRF-CEM -6.5*, K-562 12, RPMI-8226 -4.5* and MOLT-4 11.
Screening COc1cc2c(cc1OC)C[N+](C)(C)CC2 returned MDA-MB-435 101, HOP-62 95, CCRF-CEM 101, K-562 99, SR 93, RPMI-8226 102 and MOLT-4 97.
`CC1CN(CC(O)c2ccc(Br)cc2)CCO1` (stereo not given) gave MDA-MB-435 121, HOP-92 82, HOP-62 108, CCRF-CEM 102, K-562 97, SR 92 and MOLT-4 97.
C[N+](C)(C)CCS(=O)(=O)[O-] was read as HOP-62 106, K-562 95, SR 87 and MOLT-4 87.

Random excerpt: 5 entries already listed.
O=C1NC(=NC23CC4CC(CC(C4)C2)C3)N/C1=C\c1ccc2ncoc2c1 was read as MDA-MB-435 17, HOP-92 15, HOP-62 13, CCRF-CEM -6.5*, K-562 12, RPMI-8226 -4.5* and MOLT-4 11.
`COc1ccc(C(=O)NN2CC(C)OC(C)C2)cc1OC1CCCC1` (stereo not given) gave MDA-MB-435 101, HOP-92 112, HOP-62 98, CCRF-CEM 111, K-562 96, SR 101, RPMI-8226 111 and MOLT-4 114.
Screening COc1ccc(NC(=O)Nc2nc(N)n(-c3ccc(S(N)(=O)=O)cc3)n2)cc1 returned MDA-MB-435 107, HOP-92 86, HOP-62 94, CCRF-CEM 110, K-562 104, SR 89, RPMI-8226 105 and MOLT-4 101.
`O=C(C1=C(O)C(=O)N(c2nncs2)C1c1cccc(Br)c1)c1cccs1` (stereo not given) gave MDA-MB-435 106, HOP-92 88, HOP-62 97, SR 97 and MOLT-4 100.
For O=C(Nc1ccc(N=Nc2ccc(S(=O)(=O)O)cc2)cc1)c1ccc(N=Nc2cc(S(=O)(=O)O)c3ccccc3c2O)cc1 the results were MDA-MB-435 102, HOP-92 100, HOP-62 93, CCRF-CEM 88, K-562 96 and MOLT-4 101.

Following part.
`CCCCCOc1cccc(/C=C2\N=C3SCCCN3C2=O)c1` gave MDA-MB-435 107, HOP-62 92, CCRF-CEM 117, K-562 94, SR 95, RPMI-8226 114 and MOLT-4 93.
O=C(/C=C/c1cccc2ccccc12)c1ccc(NC(=O)c2ccccc2CN2C(=O)c3ccccc3C2=O)cc1 was read as MDA-MB-435 6.5*, HOP-92 80, HOP-62 94, CCRF-CEM 40, K-562 20, SR 24 and MOLT-4 51.
For O=C(O)c1cc(Cl)ccc1O the results were MDA-MB-435 102, HOP-92 87, HOP-62 77, CCRF-CEM 98, K-562 96, SR 74, RPMI-8226 97 and MOLT-4 104.
For COc1ccc(C(C)=O)c(C)c1OC the results were MDA-MB-435 108, HOP-92 103, HOP-62 112, CCRF-CEM 110, K-562 54, SR 98, RPMI-8226 113 and MOLT-4 105.
Screening CCOC(=O)C1=C(Nc2ccccc2)CSC1 returned MDA-MB-435 99, HOP-92 102, HOP-62 111, CCRF-CEM 91, K-562 91, SR 102, RPMI-8226 94 and MOLT-4 93.
Screening CC(=O)Nc1ccc(C(=O)C=O)cc1 returned MDA-MB-435 116, HOP-92 102, HOP-62 95, CCRF-CEM 118, K-562 100, RPMI-8226 123 and MOLT-4 103.
Screening CC(O)C(NC(=O)C1CCCN1C(=O)CNC(=O)C1CC(=O)NCC(=O)NC(Cc2c[nH]c3ccccc23)C(=O)NC(Cc2ccc(O)cc2)C(=O)NCC(=O)NC(CO)C(=O)NC(CCC(N)=O)C(=O)NC(Cc2c[nH]c3ccccc23)C(=O)N1)C(=O)NCC(=O)NC(CCC(N)=O)C(=O)NC(CCCNC(=N)N)C(=O)NC(CC(=O)O)C(=O)O (stereo not given) returned MDA-MB-435 100, HOP-92 94, HOP-62 105, CCRF-CEM 95, K-562 95, SR 95, RPMI-8226 84 and MOLT-4 104.
